MrgX1 agonist: activates human MrgX1 receptor signaling | Q96LB2 | MrgX1-HEK293 cells, Fluo-4 calcium fluorescence, agonist mode; hits give high values | hit rate 0.44% among 310,000 | B-score at 10 µM;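 active = calcium response B-score plate-corrected fluorescence ratio at least 3 library SD, with starting fluorescence B-score inside 5 SD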
Target sequence (Q96LB2 whole entry, looked up): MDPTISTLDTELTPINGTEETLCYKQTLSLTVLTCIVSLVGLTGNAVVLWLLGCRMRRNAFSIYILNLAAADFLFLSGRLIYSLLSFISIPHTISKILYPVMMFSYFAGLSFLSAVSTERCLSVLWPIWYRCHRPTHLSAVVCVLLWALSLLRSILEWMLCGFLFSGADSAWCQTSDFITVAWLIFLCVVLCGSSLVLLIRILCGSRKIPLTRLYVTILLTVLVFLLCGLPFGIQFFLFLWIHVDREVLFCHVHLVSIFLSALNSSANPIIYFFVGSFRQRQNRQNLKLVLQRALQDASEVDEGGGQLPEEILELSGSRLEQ
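Assay system: stable human MrgX1 HEK293 cell line. Quantity: 15,000 cells per well. Schedule: cells plated overnight, dye loaded 0.5 h 37 °C, 0.5 h room temperature. Detection: Fluo-4 NW calcium-flux fluorescence, kinetic read. Read-out basis: peak-minus-minimum fluorescence over baseline, converted to B scores. Control set: positive and negative control wells on each plate.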
MrgX1 antagonist: blocks BAM8-22 activation of human MrgX1 receptor; MRGX1-HEK293 calcium flux, Fluo-4, BAM8-22 antagonism; hits give low values; hit rate 1.3% among 310,000; AID 588676; Q96LB2; B-score at 10 µM;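 active = calcium-response B-score plate-corrected more than 3 library SD below zero, starting fluorescence within 5 deviations, no agonist response on first addition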;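 also: peak minus trough fluorescence over baseline after final BAM8-22 challenge near maximal dose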
TRPC4 inh: inhibitors of mouse TRPC4 channel | AID 2247 | HEK293 TRPC4beta/mu-opioid, DAMGO-evoked Fluo4 calcium flux; hits give low values | B-score at 10 µM | hit rate 0.39% among 300,000 | Q9QUQ5;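 active = B-score over 3 SD under the library average, no early fluorescence shift, positive overall ratio signal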
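Assay system – HEK293 line stably carrying TRPC4beta and mu-opioid receptor · Doses – single dose · Detection – Fluo4 calcium-dye fluorescence, kinetic read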
TRPC6 inhibitor: inhibitors of mouse TRPC6 channel; hit rate 1.1% among 310,000; AID 2553; B-score at 10 µM; HEK293-TRPC6, membrane potential dye, ACh-evoked depolarization; hits give low values; Q61143;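 active = B-score under library mean minus 3 SD, initial fluorescence not abnormally high, positive integrated signal ratio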;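 also: B-score derived from integrated fluorescence ratio over the kinetic read; more negative B-score means stronger inhibition of depolarization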
RGS4 inh: human RGS4 inhibition. HEK293 M3R/RGS4 inducible, Fluo-4 calcium flux; hits give high values; triggered by carbachol at its EC20. B-score at 10 µM. hit rate 0.45% among 310,000. AID 463165;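 active = B-score, a plate-corrected calcium signal, over three deviations above library mean, with baseline fluorescence within five deviations of library mean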;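 also: RGS4 expression induced by doxycycline in cells with stable M3 receptor; B-score is computed from the integrated fluorescence ratio over baseline after carbachol; higher B-score means a larger calcium signal and so more RGS4 inhibition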
Target sequence (P49798 whole entry, looked up): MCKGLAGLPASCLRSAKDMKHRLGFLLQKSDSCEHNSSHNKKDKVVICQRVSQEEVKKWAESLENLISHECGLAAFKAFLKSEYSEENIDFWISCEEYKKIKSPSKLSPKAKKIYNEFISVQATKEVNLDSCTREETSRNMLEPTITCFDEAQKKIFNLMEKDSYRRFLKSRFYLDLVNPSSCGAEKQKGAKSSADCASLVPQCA
HIF activator: HIF pathway transcriptional activation; U2OS HRE-luciferase reporter, luminescence; normalized: DMSO 0%, desferrioxamine 100%; activation, % at 7.5 µM (by protocol); hit rate 0.32% among 300,000; AID 1910;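 active = mean activation of at least 10% of the iron chelator positive control signal, with at least half of replicates also reaching 10%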
Platelet DG rel: modulates dense granule release in human platelets; hit rate 0.22% among 300,000; human platelet-rich plasma, SFLLRN dense granule ATP release, luminescence; inhibition, %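 (compounds screened at 7.5 µM in platelet-rich plasma)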;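 active = mean replicate score, as percent of positive control, at or above 50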
MrgX1 allo act: human MrgX1 positive allosteric modulation, primary screen; Q96LB2; hit rate 0.63% among 310,000; B-score at 10 µM; MrgX1-HEK293, Fluo-4 calcium flux, FDSS; hits give high values;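 active = plate-corrected calcium response at least 3 library SD above typical, normal starting fluorescence, not activating the receptor alone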;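 also: compound read alongside a low EC10 to EC30 dose of BAM8-22 agonist; peak minus trough fluorescence over baseline measured at the second addition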
RGS4 pot: RGS4 potentiation or activation; HEK293 M3R/inducible RGS4, carbachol calcium flux Fluo4; hits give low values; B-score at 10 µM; hit rate 0.92% among 310,000;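 active = B-score of the integrated calcium signal more than 4 SD below the library mean, with starting fluorescence not abnormally high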;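 also: negative B-score means reduced calcium response which marks RGS4 activation or potentiation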
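Assay system: Inducible-RGS4 HEK293 cells carrying M3 receptor | Schedule: Compound preincubation 20 min at room temperature before agonist | Signal: Kinetic calcium fluorescence imaging with Fluo4-AM dye, 2 µM | Read-out basis: B score from integrated fluorescence ratio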
TRPC6 act: mouse TRPC6 channel activation. HEK293-TRPC6 membrane potential dye fluorescence; hits give high values. AID 2550. Q61143. hit rate 0.13% among 310,000. B-score at 10 µM;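 active = B-score of the integrated fluorescence ratio above library mean plus 3 SD, and starting fluorescence ratio within library mean plus 5 SD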;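 also: higher score means more depolarization so channel activation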
SKKanGAS inh: blocks kanamycin growth of S. pyogenes SKKanGAS strain; BacTiter-Glo, 6 h; hit rate 1.3% among 300,000; inhibition, % at 7.5 µM; AID 1662;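 active = mean replicate score, as percent of positive control median, at least 50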;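 also: strain carries kanamycin resistance gene driven by streptokinase promoter and grows in 40 µg/ml kanamycin; loss of luminescence reflects streptokinase promoter inhibition or plain growth inhibition; 0% = median of DMSO wells and 100% = positive control at its reference dose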
Numbers without * were called inactive; i = inactive; . = no result given; & = joins results of further samples. Not a hit list; overall some 6.1% were active at least once.

Fields: SKKanGAS inh	TRPC6 act	MrgX1 agonist	MrgX1 allo act	TRPC4 inh	MrgX1 antagonist	Platelet DG rel	HIF activator	TRPC6 inhibitor	RGS4 pot	RGS4 inh
Cc1ccc([N+](=O)[O-])cc1N=C(c1cccc([N+](=O)[O-])c1)N1CCOCC1
  4	i	i	i	i	i	-4	-20	i	i	i
O=[N+]([O-])c1ccc(OCCCCCN2CCOCC2)cc1
  2	i	i	i	i	i	2	0.8	i	i	i
N#Cc1ncn(-c2ccc(Oc3ccccc3)cc2)c1N
  2	i	i	i	i	i	-1	-1.3	i	i	i
O=C(O)c1nc(NCCc2ccccc2)ncc1Cl
  -1	i	i	i	i	i	-1	-0.8	i	i	i
COc1ccccc1C(CNC(=O)C(CCSC)NS(=O)(=O)c1ccccc1F)N1CCCC1 (centres undefined)
  -1	i	i	i	i	i	.	0.2	i	i	i
CCNC(=S)NC(=NCc1cccnc1)Nc1nc(C)cc(C)n1
  -5	i	i	i	i	i	-1	-1.5	i	i	i
COc1cc(/C=C/C(=O)Nc2cc(S(=O)(=O)N3CCOCC3)ccc2N2CCCC2)cc(OC)c1OC
  0	i	i	i	i	i	6	-0.2	i	i	i
CCNS(=O)(=O)c1ccc(CCC(=O)N2CCN(c3ccccc3)CC2)cc1
  -10	i	i	i	i	i	-1	0.6	i	i	i
Cc1ccc(S(=O)(=O)NCc2ccccc2)cc1C(=O)NC1CCC(C)CC1 (centres undefined)
  10	i	i	i	i	i	-7	0.8	i	i	i
CC(C)=CCN1CCN(CCCc2ccccc2)CC1CCO (centres undefined)
  1	i	i	i	i	i	13	0.7	i	i	i
Cc1ccn2cc(CCNC(=O)c3ccc(Br)o3)nc2c1
  1	i	i	i	i	i	-1	-0.3	i	i	i
Nc1ccc(OCc2ccco2)cc1
  -2	i	i	i	i	i	-4	0.0	i	i	i
O=C(CSc1ccccc1)Nc1ccc(S(=O)(=O)NCC2CCCO2)cc1 (centres undefined)
  -14	i	i	i	i	i	6	-0.3	i	i	i
Cc1occc1C(=O)Nc1ccc(S(=O)(=O)N2CCCC2)cc1
  -5	i	i	i	i	i	5	0.5	i	i	i
O=C(NC(=S)Nc1ccccc1N1CCOCC1)c1ccc(Br)cc1
  -22	i	i	i	i	i	2	0.0	i	i	i
Cc1cc(NC(=O)NC2CC(=O)N(c3ccc4c(c3)OCCO4)C2)no1 (centres undefined)
  1	i	i	i	i	i	-2	0.0	i	i	i
COc1cc(NC(=O)CCNC(=O)Cn2cnc3sc4c(c3c2=O)CCCC4)cc(OC)c1OC
  -1	i	i	i	i	i	9	0.8	i	i	i
O=C(CSc1ncnc2ccccc12)NCc1ccco1
  0	i	i	i	i	i	1	-0.1	i	i	i
Cc1ccc(S(=O)(=O)Nc2cccc(-c3ccc4nncn4n3)c2)cc1
  8	i	i	i	i	i	-18	1.3	i	i	i
O=C(NCc1ccco1)c1ccc(C(=O)NCc2ccco2)s1
  0	i	i	i	i	i	-1	-3.5	i	i	i
Cc1ccc(N2CCN(C(=O)c3cn(CC4CCCCC4)nn3)C(C)C2)cc1 (centres undefined)
  7	i	i	i	i	i	11	3.5	i	i	i
COc1cc(OC)cc(C(C(=O)NCc2ccccc2)N(Cc2ccco2)C(=O)c2ccno2)c1 (centres undefined)
  -4	i	i	i	i	i	10	-0.3	i	i	i
COc1ccccc1OS(=O)(=O)c1ccc(NC(C)=O)cc1
  -4	i	i	i	i	i	3	0.7	i	i	i
Cc1ccc2oc(-c3cccc(NC(=O)c4cc(-n5cnnc5)ccc4Cl)c3)nc2c1
  22	i	i	i	i	i	-3	0.1	i	i	i
CCOc1c(C)cc(-c2ncccc2O)cc1C
  1&2	i	i	i	i	i	1&-1	-0.1&0.5	i	i	i
CCC(=O)Nc1ccc(NC(=S)NC(=O)c2oc3ccccc3c2C)cc1
  -2	i	i	i	i	i	-2	0.0	i	i	i
O=C(CSc1nnc(NC(=O)c2c(F)cccc2Cl)s1)Nc1ccccc1F
  9	i	i	i	i	i	-4	0.4	i	i	i
CCN(CC)c1ccc(-c2nnc(SCC(=O)N(CCOC)c3c(N)n(CC(C)C)c(=O)[nH]c3=O)o2)cc1
  21	i	i	i	i	i	-9	0.6	i	i	i
CN1CCN(c2ccccc2NC(=O)c2cc3ccccc3o2)CC1
  -2	i	i	i	i	i	-6	0.0	-13*	i	i
CCC1CCCCN1Cc1nc2c(c(=O)n(C)c(=O)n2C)n1CCCc1ccccc1 (centres undefined)
  -1	i	i	i	i	i	1	-0.5	i	i	i

Some of these compounds in order of number of heavy atoms, highest first:
Fields: SKKanGAS inh	TRPC6 act	MrgX1 agonist	MrgX1 allo act	TRPC4 inh	MrgX1 antagonist	Platelet DG rel	HIF activator	TRPC6 inhibitor	RGS4 pot	RGS4 inh
CCC1CCCCN1Cc1nc2c(c(=O)n(C)c(=O)n2C)n1CCCc1ccccc1 (centres undefined)
  -1	i	i	i	i	i	1	-0.5	i	i	i
Cc1ccc(S(=O)(=O)Nc2cccc(-c3ccc4nncn4n3)c2)cc1
  8	i	i	i	i	i	-18	1.3	i	i	i
O=C(NCc1ccco1)c1ccc(C(=O)NCc2ccco2)s1
  0	i	i	i	i	i	-1	-3.5	i	i	i

Further results.
Fields: SKKanGAS inh	TRPC6 act	MrgX1 agonist	MrgX1 allo act	TRPC4 inh	MrgX1 antagonist	Platelet DG rel	HIF activator	TRPC6 inhibitor	RGS4 pot	RGS4 inh
Cc1cc(NC(=O)c2ccc3c(c2)C(=O)N(CCC(C)C)C3=O)no1
  -3	i	i	i	i	i	1	-0.1	i	i	i
O=C1/C(=C/c2cccc(Cl)c2)SC(=S)N1CCC(=O)N1CCCCC1CCO (centres undefined)
  6	i	i	i	i	i	-12	0.7	i	i	i
CC(=O)c1c(C)nn(CC(O)COc2ccc3ccccc3c2)c1C (centres undefined)
  -6	i	i	i	i	i	2	-1.1	i	i	i
CCOc1ccc(NC(=O)CNC(=O)c2cccs2)cc1
  0	i	i	i	i	i	8	0.7	i	i	i
O=C(CN1C(=O)c2ccccc2C1=O)NNC1=NS(=O)(=O)c2ccccc21
  -12	i	i	i	i	i	-14	-0.3	i	i	i
COc1cc2c(cc1NC(=O)CSc1ccc(Cl)cc1)oc1ccccc12
  10	i	i	i	i	i	-6	0.0	i	i	i
CCOC(=O)C1=NN(C(C)=O)C2C(=O)N(CC)C(=O)C12 (centres undefined)
  -1	i	i	i	i	i	-10	-0.3	i	i	i
Cc1ccc(Nc2nnc(C(C)(C)C)c(=O)n2N)cc1
  3	i	i	i	i	i	-15	-0.3	i	i	i
CCOc1cc(/C=N/NC(=O)c2cc(-c3ccccc3)nc3ccccc23)ccc1O
  4	i	i	i	i	i	-3	1.3	i	i	i
Cc1cccc(S(=O)Cc2ccc(C(=O)N3CCN(C(=O)c4ccco4)CC3)o2)c1 (centres undefined)
  16	i	i	i	i	i	11	-0.4	i	i	i
CCc1ccc(OCC(=O)NNC(=O)C2CCN(c3ncnc4sc(C)c(C)c34)CC2)cc1
  -8	i	i	i	i	i	17	-0.2	i	i	i
CCOCC(=O)Nc1nnc(SCCOC)s1
  3	i	i	i	i	i	9	0.2	i	i	i
COc1cc2c(cc1OC)C(C)N(S(=O)(=O)c1cn(C)c(C)n1)CC2 (centres undefined)
  -16	i	i	i	i	i	-5	0.0	i	i	i
COc1ccc(S(=O)(=O)N(C)c2ccc(C(=O)Nc3ccccc3C(=O)N3CCOCC3)cc2)cc1OC
  1	i	i	i	i	i	-9	-0.2	i	i	i
Cc1ccc(NC2CCCN(C(=O)CCc3ccncc3)C2)cc1C (centres undefined)
  -6	i	i	i	i	i	9	-0.1	i	i	i

Rewritten as tab-separated lines: entries from further up.
SMILES	SKKanGAS inh	TRPC6 act	MrgX1 agonist	MrgX1 allo act	TRPC4 inh	MrgX1 antagonist	Platelet DG rel	HIF activator	TRPC6 inhibitor	RGS4 pot	RGS4 inh
CCOC(=O)C1=NN(C(C)=O)C2C(=O)N(CC)C(=O)C12 (centres undefined)	-1	i	i	i	i	i	-10	-0.3	i	i	i
O=C1/C(=C/c2cccc(Cl)c2)SC(=S)N1CCC(=O)N1CCCCC1CCO (centres undefined)	6	i	i	i	i	i	-12	0.7	i	i	i
Cc1cc(NC(=O)c2ccc3c(c2)C(=O)N(CCC(C)C)C3=O)no1	-3	i	i	i	i	i	1	-0.1	i	i	i
COc1cc2c(cc1NC(=O)CSc1ccc(Cl)cc1)oc1ccccc12	10	i	i	i	i	i	-6	0.0	i	i	i

Other results follow.
Fields: SKKanGAS inh	TRPC6 act	MrgX1 agonist	MrgX1 allo act	TRPC4 inh	MrgX1 antagonist	Platelet DG rel	HIF activator	TRPC6 inhibitor	RGS4 pot	RGS4 inh
OC1CCN(c2c3c(nc4cc(-c5ccc(F)cc5)nn24)CCC3)CC1
  2	i	i	i	i	i	-8	-1.0	i	i	i
CC(=O)c1cccc(CN2CCCC(N3CCN(c4ccccc4F)CC3)C2)c1 (centres undefined)
  3	i	i	i	i	i	9	1.5	i	i	i
O=C(CCC(=O)OCC(=O)c1ccc(Cl)cc1Cl)Nc1cccc2cccnc12
  3	i	i	i	i	-8.4*	-2	0.6	i	i	i
CCC(Sc1nc2cc3c(cc2c(=O)n1Cc1ccco1)OCO3)C(=O)Nc1cccc(OC)c1 (centres undefined)
  16	i	i	i	i	i	4	-0.4	i	i	i
O=C(CSc1nnc(NC(=O)c2cccc(F)c2)s1)NCc1ccco1
  12	i	i	i	i	i	2	1.5	i	i	i
COc1ccc(C)cc1N=Nc1ccc(O)c2ncccc12
  94*	i	.	.	i	.	2	4.3	-5.1*	i	i
Cc1ccc(-n2nc(C)c3c2NC2=C(C(=O)CC(C)(C)C2)C3c2ccccc2OCC(=O)O)cc1 (centres undefined)
  12	i	i	i	i	i	10	-0.3	i	i	i
O=C(NCc1ccc(Cl)s1)C1CCC(=O)N(CCc2ccccn2)C1 (centres undefined)
  0	i	i	i	i	i	-2	0.7	i	i	i
CCN(CC)C(=O)CSc1nnc(-c2cnccn2)n1-c1ccccc1
  11	i	i	i	i	i	14	0.4	i	i	i
